Assay outcomes from PubChem BioAssay.
SKN-1 inh: inhibitors of C. elegans SKN-1; inhibition, % at 21.8 µM; C. elegans VP596 Pgst-4::GFP/RFP ratio, acrylamide-induced, 24 h; actives 0.49% (n = 360,000);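 active means interference check ratio from 0.5 to 1.5 plus GFP to RFP signal ratio inhibition reaching or exceeding a fixed threshold, cut at about 30% in these data, passing the limit was not always enough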; further: some compounds called inactive have numbers as strong as hits
MLLE-PAM2 inh: blocks PAM2 peptide binding to the PABP1 MLLE domain. inhibition, % at 20 µM. P11940. GST-MLLE / FITC-PAM2 fluorescence polarization. actives 0.36% (n = 360,000); in the data active means inhibition above about 35%, passing the limit was not always enough;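 further: plate controls were DMSO wells with GST-MLLE for no effect and wells lacking GST-MLLE protein for full effect; some results filed as inactive read as strong as hits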
Target sequence (P11940 whole entry, looked up, the tested form may be a part): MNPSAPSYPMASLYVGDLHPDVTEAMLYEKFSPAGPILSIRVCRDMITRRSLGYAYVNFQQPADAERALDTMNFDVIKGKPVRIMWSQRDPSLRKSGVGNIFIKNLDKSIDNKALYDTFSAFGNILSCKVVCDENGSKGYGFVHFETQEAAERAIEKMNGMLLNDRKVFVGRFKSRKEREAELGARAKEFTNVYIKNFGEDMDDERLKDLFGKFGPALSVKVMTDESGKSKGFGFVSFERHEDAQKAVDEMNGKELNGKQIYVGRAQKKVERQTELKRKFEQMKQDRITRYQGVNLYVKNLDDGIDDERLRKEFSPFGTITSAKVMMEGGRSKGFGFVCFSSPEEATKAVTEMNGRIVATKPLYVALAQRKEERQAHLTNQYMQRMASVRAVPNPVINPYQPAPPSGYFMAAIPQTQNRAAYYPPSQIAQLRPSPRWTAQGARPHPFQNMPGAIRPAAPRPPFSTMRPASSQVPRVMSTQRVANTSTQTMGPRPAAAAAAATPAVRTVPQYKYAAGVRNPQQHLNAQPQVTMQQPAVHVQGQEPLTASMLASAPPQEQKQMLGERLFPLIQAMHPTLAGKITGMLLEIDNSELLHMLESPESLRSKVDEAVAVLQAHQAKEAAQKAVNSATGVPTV
FAS-TE inh: blocks the thioesterase domain of human fatty acid synthase. P49327. recombinant FAS-TE, OMFH fluorogenic substrate, fluorescence endpoint. inhibition, % at 15 µM. actives 0.67% (n = 360,000);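 active means compounds whose normalised, plate-corrected inhibition of enzyme fluorescence in the single-dose primary screen is 50% or more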;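 further: 0% = DMSO with enzyme and 100% = substrate without enzyme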
NadD block: inhibitors of Staphylococcus aureus NadD | actives 0.78% (n = 360,000) | inhibition, % at 20 µM | purified NadD enzyme, colorimetric absorbance read-out; in the data active means inhibition above about 26%; further: some compounds past the cut are filed as inactive
Rin1 Abl inh: inhibitors of human Rin1-Abl protein interaction; AID 588664; P00519+Q13671; inhibition, % at 7.35 µM; actives 0.4% (n = 360,000); TR-FRET Rin1/Abl binding, biochemical; in the data active means inhibition above about 5%, passing the limit was not always enough
MT1-MMP act inh: inhibitors of human MT1-MMP activation. P50281. HT1080 RFP-PRO-GFP cells, GFP/RFP ratio fluorescence, overnight; percent of plate control window, DMSO zero. GFP/RFP ratio change, % at 20 µM. actives 0.061% (n = 360,000);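 active means GFP/RFP ratio change of at least 30% with cell ATP level not reduced by more than half and red fluorescence within 50% of control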; further: strong numbers were not always called active
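Read-out: GFP/RFP fluorescence ratio; Test system: RFP-PRO-GFP reporter HT1080 cells; Compound dosing: single-point 20 µM compound, 1% DMSO; Times: overnight compound exposure at 37 °C.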
Neddylation inh: inhibitors of human cullin neddylation; P61081+Q13564; actives 0.58% (n = 360,000); calls only at 25 µM; TR-FRET cullin neddylation, biochemical; in the data active means inhibition above about 36%
CSN deneddyl inh: blocks human CSN-mediated cullin deneddylation | actives 0.38% (n = 360,000) | Purified CSN, SCF-Nedd8-OG deneddylation, fluorescence polarization | inhibition, % at 12.5 µM | Q92905;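 active means pattern-corrected inhibition above about 35%, with an unprinted fluorescence ratio check between 0.5 and 1.5, limit read from the data, passing the limit was not always enough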;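 further: 0% = enzyme with substrate and 100% = substrate without enzyme; some results filed as inactive read as strong as hits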
Target sequence (Q92905 whole entry, looked up, one chain of several): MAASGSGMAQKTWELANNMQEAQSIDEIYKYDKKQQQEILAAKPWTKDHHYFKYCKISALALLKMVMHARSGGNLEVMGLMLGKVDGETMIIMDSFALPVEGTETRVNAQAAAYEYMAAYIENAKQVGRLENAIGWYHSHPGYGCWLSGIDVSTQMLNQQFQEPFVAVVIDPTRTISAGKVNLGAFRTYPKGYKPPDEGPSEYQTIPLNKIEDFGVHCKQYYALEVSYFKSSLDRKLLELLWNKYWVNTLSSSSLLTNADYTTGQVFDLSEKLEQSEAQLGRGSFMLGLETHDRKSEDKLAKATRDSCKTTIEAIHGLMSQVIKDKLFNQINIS
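Assay system: purified human Csn5 enzyme expressed in HEK293T cells; measure: % inhibition; also added: SCFSkp2-Nedd8OG substrate at 10 nM final; technique: fluorescence polarization; times: reaction 90 min, room temperature; medium: Tris buffer pH 7.5, NaCl, DTT, Tween-20, trehalose, ovalbumin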
Rpn11 inh: inhibitors of human proteasome Rpn11; calls only at 20 µM; O00487; human 26S proteasome, Ub4-pepOG fluorescence polarization; 20S core pre-blocked with epoxomicin; actives 0.59% (n = 360,000); AID 588493;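 active means inhibition at 20 µM, scaled to each plate's controls, above about 33%, limit read from the data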
* marks the source's active call; other numbers are inactive results; i = inactive; / = no result given; + = active, no number.

SMILES	SKN-1 inh	MLLE-PAM2 inh	FAS-TE inh	NadD block	Rin1 Abl inh	MT1-MMP act inh	Neddylation inh	CSN deneddyl inh	Rpn11 inh
S=C(NC1CC1)SCc1ccco1	21	27	2	-4	0	-2	i	39	i
O=C(COc1cccnc1[N+](=O)[O-])N1CCN(S(=O)(=O)c2ccc3ccccc3c2)CC1	-6	9	2	2	3	2	i	-1	i
O=C(CN1CCN(c2ccc(O)cc2)CC1)N(C1CC1)C1CCS(=O)(=O)C1 (stereo not given)	4	-16	-6	4	2	2	i	-3	i
Cc1cc(C=C2C(=O)c3ccccc3C2=O)c(C)n1-c1ccc(C(=O)O)cc1	11	-148	-7	6	-1	1	i	24	+
Cc1noc(NS(=O)(=O)c2ccc(NC(=O)/C=C/c3ccc(Cl)cc3Cl)cc2)c1C	12	1	-4	9	-2	2	i	2	i
CSc1nnc(-c2cc(-c3ccc(C)cc3)nc3ccccc23)o1	5	-70	7	-2	5	-2	i	-4	i
Cc1ccc2nc(SCC(=O)NC3CCCCC3)nc(=O)n2c1	5	-4	-6	1	-1	-1	i	-1	i
Cc1nn(Cc2c(F)c(F)c(F)c(F)c2F)c(C)c1NC(=O)c1ccc(COc2ccccc2Cl)cc1	14	3	9	13	3	1	i	-6	i
CC(CNC(=O)COC(=O)c1cccnc1Cl)c1ccccc1 (stereo not given)	-15	12	-5	-7	0	4	i	-2	i
CCN(CC)CCNc1nc(-c2cccs2)c(CC(=O)O)s1	2	32	-6	-11	-4	-1	i	0	i
COc1cc(/C=N/N2C(=O)c3ccccc3NC2(C)c2cccc([N+](=O)[O-])c2)cc(Br)c1O (stereo not given)	2	-12	30	5	-2	5	i	7	i
Cc1ccc(S(=O)(=O)NCC(=O)OCC(=O)Nc2ncc(Cl)cc2Cl)cc1	6	-15	-3	-4	-2	-1	i	-1	i
Cc1ccc(OCC(=O)NNC(=O)C2CCN(c3nccc(C)n3)CC2)cc1	-6	8	-6	-1	2	2	i	3	i
c1ccc(C2(CNc3ccccn3)CCCC2)cc1	6	-3	3	-3	2	3	i	0	i
O=C(Nc1ccccc1)N(Cc1ccccc1)CC(O)C(F)(F)F (stereo not given)	17	3	-4	-7	-3	7	i	-3	i
CC(=O)NCCn1c(SCC(=O)NCC2CCCO2)nc2ccccc2c1=O (stereo not given)	-4	13	-9	-2	-4	9	i	4	i
CCOC(=O)c1sc(N(Cc2ccccc2)C(=O)CSc2nnc(C3CC3)n2N)nc1C	1	-9	-7	-1	3	4	i	9	i
Oc1c(/C=N/Nc2cccc3cccnc23)ccc2ccccc12	6	-15	29	15	0	7	i	-1	i
CC(=O)c1ccccc1NS(=O)(=O)c1ccccc1Cl	13	13	1	-9	1	1	i	7	i
CC1CC(C)CN(c2nc3c(c(=O)[nH]c(=O)n3C)n2CCCSc2nc3ccccc3s2)C1 (stereo not given)	-8	-2	11	6	-4	-8	i	-2	i
COc1ccc(C(C)(C)C)cc1NC(=O)COC(=O)c1nc2nccc(C)n2n1	8	-10	-4	-3	2	-1	i	-1	i
O=c1cc(O)c2ccccc2n1Cc1ccccc1Cl	16	-6	-12	1	-3	4	i	-1	i
O=C(CCC(=O)OCC(=O)c1ccccc1)Nc1cccc2cccnc12	-12	19	-6	-4	1	16	i	2	i
COCCCNC(=S)Nc1ccc(S(=O)(=O)Nc2cc(OC)nc(OC)n2)cc1	1	18	-7	-4	2	6	i	1	i
Cc1c(NC(=O)CCC2CCCCC2)c(=O)n(-c2ccccc2)n1C	0	-2	-1	2	7	1	i	1	i
O=C(NCc1cccc(Cl)c1)c1ccc2nc(N3CCOCC3)sc2c1	0	2	8	-2	-2	0	i	-1	i
CC1=C(C(=O)OCC(C)C)C(c2cccc(F)c2)N2C(=O)C(C)SC2=N1 (stereo not given)	-1	11	2	8	3	-28	i	-3	i
O=C(Nc1ccc(OC(F)F)c(Cl)c1)Nc1ccc2c(c1)OCO2	-25	1	9	-8	-2	3	i	-1	i
O=C(c1ccccc1)N1CCN(C(=O)c2ccc3c(c2)OCO3)CC1	15	1	-5	-5	2	1	i	4	i
CC(C)c1ccc(S(=O)(=O)c2nnn3c2nc(NCC2CCCO2)c2ccccc23)cc1 (stereo not given)	2	6	74*	6	-4	3	i	2	i
Cc1cc(N2CCN(C(=O)/C=C/C(=O)O)CC2)c2ccccc2n1	12	16	-2	-1	3	-6	i	-1	i
CCN(C)C1CN(Cc2cn(Cc3ccc(Cl)cc3)nn2)S(=O)(=O)C1 (stereo not given)	7	/	-12	3	/	4	i	-2	/
COc1ccc(S(=O)(=O)N2CCN(c3ccccc3OC)CC2)cc1C(=O)N1CCCCC1	-23	5	-4	5	2	-1	i	-2	i
O=[N+]([O-])c1ccc(N2CCN(c3cccc(Cl)c3)CC2)nc1	5	20	21	-2	1	4	i	1	i
O=C(NCCCn1ccnc1)C1CCN(S(=O)(=O)c2cc([N+](=O)[O-])ccc2Cl)CC1	-3	8	-4	-4	4	2	i	3	i
CS(=O)(=O)N1CCN(c2ccc(C(=O)NC34CC5CC(CC(C5)C3)C4)cc2[N+](=O)[O-])CC1	8	17	9	-2	-1	6	i	-17	i
COCc1ccc(C(=O)N(C)C2CCCN(Cc3ccccc3F)C2)o1 (stereo not given)	-11	1	-7	-4	2	0	i	-4	i
NC(Cc1ccc(F)cc1)c1csc(Nc2nncc3ccccc23)n1 (stereo not given)	11	-22	-9	9	-1	-2	i	7	i
O=C(C(=O)N1CCN(c2cccc(Cl)c2)CC1)N1CCCCC1	0	3	-11	0	0	-1	i	2	i
Cc1ccc(N=Nc2cc(C)ccc2O)c(C)c1	10	4	14	-4	2	0	i	0	i

Some entries already given with just MT1-MMP act inh:
| SMILES | MT1-MMP act inh |
| --- | --- |
| O=C(NCc1cccc(Cl)c1)c1ccc2nc(N3CCOCC3)sc2c1 | 0 |
| COCc1ccc(C(=O)N(C)C2CCCN(Cc3ccccc3F)C2)o1 (stereo not given) | 0 |
| CC1=C(C(=O)OCC(C)C)C(c2cccc(F)c2)N2C(=O)C(C)SC2=N1 (stereo not given) | -28 |
| O=c1cc(O)c2ccccc2n1Cc1ccccc1Cl | 4 |
| CS(=O)(=O)N1CCN(c2ccc(C(=O)NC34CC5CC(CC(C5)C3)C4)cc2[N+](=O)[O-])CC1 | 6 |
| O=C(NCCCn1ccnc1)C1CCN(S(=O)(=O)c2cc([N+](=O)[O-])ccc2Cl)CC1 | 2 |

Of the compounds above, five have an aryl thioether with sulfur outside any ring:
SMILES	SKN-1 inh	MLLE-PAM2 inh	FAS-TE inh	NadD block	Rin1 Abl inh	MT1-MMP act inh	Neddylation inh	CSN deneddyl inh	Rpn11 inh
CSc1nnc(-c2cc(-c3ccc(C)cc3)nc3ccccc23)o1	5	-70	7	-2	5	-2	i	-4	i
Cc1ccc2nc(SCC(=O)NC3CCCCC3)nc(=O)n2c1	5	-4	-6	1	-1	-1	i	-1	i
CC(=O)NCCn1c(SCC(=O)NCC2CCCO2)nc2ccccc2c1=O (stereo not given)	-4	13	-9	-2	-4	9	i	4	i
CCOC(=O)c1sc(N(Cc2ccccc2)C(=O)CSc2nnc(C3CC3)n2N)nc1C	1	-9	-7	-1	3	4	i	9	i
CC1CC(C)CN(c2nc3c(c(=O)[nH]c(=O)n3C)n2CCCSc2nc3ccccc3s2)C1 (stereo not given)	-8	-2	11	6	-4	-8	i	-2	i

Following part:
SMILES	SKN-1 inh	MLLE-PAM2 inh	FAS-TE inh	NadD block	Rin1 Abl inh	MT1-MMP act inh	Neddylation inh	CSN deneddyl inh	Rpn11 inh
O=C(/C=C/c1ccco1)NC(=S)NNC(=O)c1ccco1	-14	7	-8	2	0	0	i	4	i
CCN(CC)S(=O)(=O)c1cccc(C(=O)OCC(=O)N2CC(=O)Nc3ccccc32)c1	-3	5	-4	-7	2	-1	i	1	i
CCc1c(C(C)S(=O)(=O)c2ccc(C)cc2)[nH]c(=O)n1-c1ccc(OC(F)(F)F)cc1 (stereo not given)	2	22	-9	2	-1	-12	i	5	i
N/C(=N\OC(=O)c1cccc([N+](=O)[O-])c1)c1cccnc1	10	5	3	3	-3	6	i	-8	i
O=C(CSc1ccc2nnc(-c3ccc(F)cc3)n2n1)N1CCCc2ccccc21	0	4	50	2	-4	-9	i	-3	i
CCOc1cc(/C=N/NC(=O)NN(C)c2ncc(C(F)(F)F)cc2Cl)ccc1O	1	5	-4	-3	3	2	i	-12	i
Cc1cc(Oc2ccccc2)nc(NCc2ccccc2)n1	-18	1	4	1	-1	-3	i	-3	i
O=C(Nc1nc(-c2ccc(S(=O)(=O)N3CCCCCC3)cc2)cs1)c1cccs1	1	8	29	10	-4	/	i	-5	i
CCOC(=O)c1ccc(NC(=O)CN(c2ccc(C)cc2)S(=O)(=O)c2c(C)n[nH]c2C)cc1	-24	10	6	-7	0	0	i	2	i
CNc1cncc(-c2ccoc2)n1	5	14	-5	2	-2	-7	/	0	i
COc1ccc(OC)c(S(=O)(=O)NC(=O)C2(C)CCN2C(=O)CC2CCCC2)c1 (stereo not given)	14	-6	-7	0	2	-2	i	0	i
COc1cc2ccc(C(=O)O)cc2cc1OC	11	19	-3	-6	-3	-2	i	2	i
CCCn1c(CCc2ccccc2)nnc1SCC(=O)N1CCCC1	3	-3	-6	-6	-2	-3	i	2	i
COCc1cc(CN2CCCC2)c(O)c2ncccc12	4	10	-7	-8	22*	-6	i	1	i
Nc1ccc(C(=O)OCC(=O)N2c3ccccc3Sc3ccccc32)cc1[N+](=O)[O-]	12	-16	66*	14	0	0	i	-17	i
CSc1ccccc1NC(=O)C1=CC(c2cccs2)=NS(=O)(=O)N1C	5	-4	8	-7	-3	2	i	-6	i
Cc1ccc(-c2ccc(CN3C(C(C)C)C(=O)N(Cc4cn(CCC5OCCO5)nn4)CCS3(=O)=O)cc2)c(C)c1 (stereo not given)	14	-14	31	-13	1	4	i	-4	i
CCOC(=O)C1CCN(C(=O)Nc2cccc(Cl)c2)CC1	-6	-10	-4	-1	0	11	i	-5	i
CCCN1CCN(C2CCCCC2NS(=O)(=O)c2ccc(Cl)cc2)CC1 (stereo not given)	7	-10	-3	-2	2	-3	i	-5	i
O=C1C2CCCCC2C(=O)N1c1ccc(NC2CCN(Cc3ccccc3)CC2)c([N+](=O)[O-])c1 (stereo not given)	10	2	13	-7	-7	7	i	-3	i
O=c1oc2ccccc2c(N2CCCCC2)c1[N+](=O)[O-]	-4	8	13	3	2	-2	i	-1	i
COc1ccccc1C1(CC(=O)N2CCCCC2)CCOC(C(C)C)C1 (stereo not given)	3	7	-5	-1	1	1	i	2	i
CCS(=O)(=O)N1CCN(c2ccc(C(=O)NC34CC5CC(CC(C5)C3)C4)cc2[N+](=O)[O-])CC1	11	0	31	-6	4	5	i	-1	i
CC1CN(C(=O)COC(=O)c2c(Cl)cccc2Cl)CC(C)O1 (stereo not given)	-5	8	-7	-3	4	-4	i	3	i
COCCN(C(=O)Nc1ccc(OC)cc1)c1nc2ccccc2s1	1	-3	24	-2	0	5	i	-55	i
CCOC(=O)C1=CCN(S(=O)(=O)c2ccccc2Br)C1c1ccc(Br)cc1 (stereo not given)	18	-1	25	-8	-1	-5	i	1	i
